Screens (PubChem BioAssay)
PLK1 PBD block: qHTS for Inhibitors of PLK1-PDB (polo-like kinase 1 - polo-box domain): Primary Screen; hit rate 2.8% among 360,000; Potency, µM, inactives show max response, negative = inhibition, actives largely listed as inhibitors; Serine/threonine-protein kinase PLK1 (Homo sapiens), P53350; Plk1 PBD binding of FITC phosphopeptide, fluorescence polarization; further: potency means the concentration at half of the fitted maximal effect; series mostly up to about 57 µM; on the % scale 0 is the no-effect control and ±100 the full control effect; nearly all actives have a fitted effect of over 65% in size
HEK293 tox: qHTS of GLP-1 Receptor Inverse Agonists: Cytotox Screen; hit rate 0.13% among 410,000; HEK293 cAMP-luciferase reporter cells, luminescence, 24 h; Potency, µM (doses to about 38.3 µM), for inactives: at the top dose activity change, negative = inhibition, hits mostly inhibitors;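 further: loss of luciferase light is scored as toxicity; potency means the concentration at half of the fitted maximal effect; on the % scale 0 is the no-effect control and ±100 the full control effect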
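A 23 nL compound transfer followed 12 hours of cell culture at 37 deg C; exposure then lasted 24 hr. Luciferase assay detection reagent was dispensed and plates read for luminescence after a 12 min room-temperature wait.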
DRD3 antagonist: qHTS of D3 Dopamine Receptor Antagonist: qHTS; D(3) dopamine receptor (Homo sapiens), P35462; D3R cells, DiscoveRx beta-arrestin luminescence, antagonist mode; active compounds read low; max response, negative = inhibition, %; hit rate 2.5% among 360,000; in the data active means max response below about -50%; inconclusive means no clear call, values can overlap the other calls; further: on the % scale 0 is the no-effect control and ±100 the full control effect; mostly tested at two doses, the higher about 12 µM
Target sequence (P35462 whole entry, looked up): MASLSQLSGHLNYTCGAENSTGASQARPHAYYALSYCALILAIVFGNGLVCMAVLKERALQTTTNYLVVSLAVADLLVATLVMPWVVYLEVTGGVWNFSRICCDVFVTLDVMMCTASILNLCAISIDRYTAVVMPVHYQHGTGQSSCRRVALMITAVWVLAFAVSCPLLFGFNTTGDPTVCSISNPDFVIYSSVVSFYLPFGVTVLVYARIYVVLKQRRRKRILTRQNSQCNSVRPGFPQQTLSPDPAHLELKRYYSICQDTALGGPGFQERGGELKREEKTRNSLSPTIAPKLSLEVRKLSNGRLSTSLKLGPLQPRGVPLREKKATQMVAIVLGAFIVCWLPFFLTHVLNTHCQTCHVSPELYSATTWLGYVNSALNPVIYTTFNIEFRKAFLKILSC
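Cells plated overnight at 1500 cells/well, then exposed to library compounds with dopamine controls for 90 minutes at 37 degrees C. DiscoveRx reagent added for 30–60 minutes at room temperature; luminescence read, quantitative HTS format.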
GLP1R inv ag: qHTS of GLP-1 Receptor Inverse Agonists (Inhibition Mode). Glucagon-like peptide 1 receptor (Homo sapiens), P43220. Potency, µM (highest dose often 38.3 µM), for inactives: at the highest dose activity change, negative = inhibition, hits mostly inhibitors. hit rate 1.6% among 410,000. HEK293 GLP-1R CRE-luciferase, luminescence, 24 h; GLP-1R form is constitutively active. AID 624417, 2012; further: potency means the concentration at half of the fitted maximal effect; on the % scale 0 is the no-effect control and ±100 the full control effect; nearly all actives have a fitted effect of over 55% in size
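Assay principle: reduced luminescence from a cAMP-responsive reporter in HEK293 cells co-expressing a constitutively active GLP-1R. Conditions: 24 hr compound incubation, 37 deg C, 5% CO2.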
IL2 activator: qHTS of IL-2 Activators. hit rate 0.065% among 360,000. AID 652025, 2013. activation, % (series mostly up to about 46 µM). IL-2 activation reporter assay, cell-based qHTS; stimulated with anti-CD3/CD4/CD28 beads; in transgenic mouse T cells; in the data active means activation above about 50%; inconclusive means mostly about 30% to 49%; further: 0% is about no effect
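Unstimulated transgenic mouse T cells; 60-min compound exposure; bead-based TCR/CD4/CD28 stimulation; 18 h culture, 37 degrees C; dual fluorescence (EGFP, DsRed) plate cytometry.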
PI5P4K alpha inh: qHTS for Inhibitors of phosphatidylinositol 5-phosphate 4-kinase (PI5P4K); Phosphatidylinositol 5-phosphate 4-kinase type-2 alpha (Homo sapiens), P48426; PI5P4Kalpha enzyme, ADP-Glo luminescence, 60 min; active compounds read low; max response, %; hit rate 1.2% among 330,000; AID 652105, 2013; active means max response of -50% or lower; inconclusive means between -30% and -50%; inactive means -30% or higher; further: value at the top dose of about 77 µM; on the % scale 0 is the no-effect control and ±100 the full control effect
Target sequence (P48426 whole entry, looked up): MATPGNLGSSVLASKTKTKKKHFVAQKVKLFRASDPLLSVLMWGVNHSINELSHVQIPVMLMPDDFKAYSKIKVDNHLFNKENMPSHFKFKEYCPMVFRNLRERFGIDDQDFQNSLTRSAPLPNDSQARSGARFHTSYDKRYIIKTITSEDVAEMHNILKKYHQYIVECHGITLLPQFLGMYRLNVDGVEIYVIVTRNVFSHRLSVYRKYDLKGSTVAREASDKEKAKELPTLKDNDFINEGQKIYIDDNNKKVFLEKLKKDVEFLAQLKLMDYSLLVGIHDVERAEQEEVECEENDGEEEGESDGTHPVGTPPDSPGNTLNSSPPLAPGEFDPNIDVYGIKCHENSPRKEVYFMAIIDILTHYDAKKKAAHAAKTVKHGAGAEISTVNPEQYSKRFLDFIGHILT
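ADP-Glo luminescence end-point after a 60 min room-temperature kinase reaction. PI5P4Kalpha and substrate in HEPES pH 7.4 buffer with EGTA, 0.1% CHAPS and 5% DMSO; ATP at 5 microM final.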
WRN inhibitor: qHTS for Inhibitors of WRN Helicase. WRN helicase unwinding, fluorescent forked duplex, kinetic. Potency, µM (series often up to 114 µM), for the others: at the highest dose activity change, negative = inhibition, most hits filed as inhibitors. hit rate 0.46% among 360,000; further: potency means the concentration at half of the fitted maximal effect; on the % scale 0 is the no-effect control and ±100 the full control effect; nearly all actives have a fitted effect of over 55% in size
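Primary qHTS, 1536-well format. 20 nM WRN + compound, 15 min RT; start with 100 nM forked fluorophore/quencher duplex, 2 mM ATP (final); kinetic read ex 525/em 598 nm.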
GLP-1R agonist: qHTS of GLP-1 Receptor Agonists; hit rate 0.007% among 380,000; HEK293 GLP-1R CRE-luciferase, luminescence, 4-6 h; cells express a hypersensitive GLP-1R form; Potency, µM (series often up to 45.6 µM), without a hit: at the top dose activation, most hits filed as activators; Glucagon-like peptide 1 receptor (Homo sapiens), P43220; further: potency means the concentration at half of the fitted maximal effect; % of control where 0% means no effect
D3 ag: qHTS of D3 Dopamine Receptor Agonist: qHTS. D(3) dopamine receptor (Homo sapiens), P35462. D3R DiscoveRx beta-arrestin cells, luminescence, 90 min. max activation, %. hit rate 0.58% among 410,000. AID 652048, 2013; in the data active means max activation above about 30%; further: 0% is about no effect; mostly tested at two doses, the higher about 12 µM
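Agonist-mode cell screen: cells plated at 1500/well and incubated overnight at 37 °C, then exposed to library compounds for 90 min at 37 °C. Detection reagent was added for 30–60 min at room temperature, and luminescence was read.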
Starred values were filed as active, the others as inactive; u = inconclusive; x = not tested or not shown; [ ] = another dose, or the depositor's remark. Unless noted, the call rests on the fitted dose curve; in most records, active means well fitted curve in the direction sought with a large enough effect; inconclusive means small, poorly fitted or top-dose-only effect, or another doubt; inactive means no such curve, though single readings can be large; an effect the other way counts as inactive or inconclusive.

SMILES	PLK1 PBD block	HEK293 tox	DRD3 antagonist	GLP1R inv ag	IL2 activator	PI5P4K alpha inh	WRN inhibitor	GLP-1R agonist	D3 ag
Cc1cc(SCC(=O)NCCN2C(=O)CSC2=O)nc2ccccc12	-5%	0%	-6	5%	4.1	-3	4%	-5%	4
CCC(C)c1ccccc1N1CC(C(=O)Nc2ccc(N3CCOCC3)cc2)CC1=O (centres undefined)	-5%	8%	-14	15%	-2.9	-3	-24%	2%	-11
CC(N=Cc1nc(-c2ccccc2)oc1O)c1ccccc1 (centres undefined)	2%	9%	-17	-5%	-1.5	1	-18%	u	-17
COc1ccc(CNC(=O)c2cnn3c(C(F)F)cc(C)nc23)cc1OC	-2%	-5%	0	46%[activator]	-3.6	1	-5%	8%	3
CCc1ccc(CNC(=O)C2CCCN(S(=O)(=O)N3CC(C)CC(C)C3)C2)cc1 (centres undefined)	-8%	-1%	-7	u	-2.6	3	-1%	4%	20
O=C(N/C(=C/c1ccco1)C(=O)N1CCCCC1)c1cccs1	-6%	7%	26	3%	-1.1	x	1%	4%	23
Cc1nc2ccccc2c(=O)n1NC(=O)c1ccccc1[N+](=O)[O-]	-8%	-2%[7.66 µM]	3	3%[7.66 µM]	1.6	0	-7%	2%	0
COc1cc(-c2cc(-c3ccc(O)cc3)nc(N)c2C#N)ccc1O	-8%	7%	20	3%	-0.5	-51*	-22%	u	8
CN(C)/C=C(\C#N)C(=O)c1cccnc1Oc1cccc(F)c1	0%	5%	7	53%[activator]	-0.2	x	1%	8%	5
Cn1c(=O)oc2cc(S(=O)(=O)NCCC(=O)NC3CCCc4ccccc43)ccc21 (centres undefined)	-7%	-18%	7	0%	-0.8	x	-2%	1%	2
CCc1ccc(N(CC)C(=O)c2cn(C)c(=O)c3ccccc23)cc1	3%	1%	-4	36%[activator]	-3.8	-1	10%	3%	5
COC(=O)c1ccc(Cn2cnc3c(sc4nc(N5CCOCC5)c5c(c43)CCCC5)c2=O)o1	-4%	-9%	-22	17%	-0.4	-1	-9%	13%	-4
O=Cc1sc(=O)n(Cc2cccc(C(=O)O)c2)c1Cl	30µM*	175%[activator]	1	u	3.9	-26	-26%	-3%	-1
Cc1cc(C)c(NC(=O)c2ccc3c(c2)CCN3S(C)(=O)=O)c(C)c1	1%	1%	36	17%	0.0	-3	1%	6%	1
Cc1[nH]nc(SCC(=O)NCc2ccc(Cl)cc2)c1[N+](=O)[O-]	-6%	-10%	-20	-38%	0.0	5	7%	1%	-13

Sorted by count of non-hydrogen atoms (lowest first): some entries from above.
SMILES	PLK1 PBD block	HEK293 tox	DRD3 antagonist	GLP1R inv ag	IL2 activator	PI5P4K alpha inh	WRN inhibitor	GLP-1R agonist	D3 ag
O=Cc1sc(=O)n(Cc2cccc(C(=O)O)c2)c1Cl	30µM*	175%[activator]	1	u	3.9	-26	-26%	-3%	-1
CC(N=Cc1nc(-c2ccccc2)oc1O)c1ccccc1 (centres undefined)	2%	9%	-17	-5%	-1.5	1	-18%	u	-17
O=C(N/C(=C/c1ccco1)C(=O)N1CCCCC1)c1cccs1	-6%	7%	26	3%	-1.1	x	1%	4%	23
Cc1nc2ccccc2c(=O)n1NC(=O)c1ccccc1[N+](=O)[O-]	-8%	-2%[7.66 µM]	3	3%[7.66 µM]	1.6	0	-7%	2%	0
Cc1cc(C)c(NC(=O)c2ccc3c(c2)CCN3S(C)(=O)=O)c(C)c1	1%	1%	36	17%	0.0	-3	1%	6%	1
COc1ccc(CNC(=O)c2cnn3c(C(F)F)cc(C)nc23)cc1OC	-2%	-5%	0	46%[activator]	-3.6	1	-5%	8%	3
CCc1ccc(CNC(=O)C2CCCN(S(=O)(=O)N3CC(C)CC(C)C3)C2)cc1 (centres undefined)	-8%	-1%	-7	u	-2.6	3	-1%	4%	20
Cn1c(=O)oc2cc(S(=O)(=O)NCCC(=O)NC3CCCc4ccccc43)ccc21 (centres undefined)	-7%	-18%	7	0%	-0.8	x	-2%	1%	2
CCC(C)c1ccccc1N1CC(C(=O)Nc2ccc(N3CCOCC3)cc2)CC1=O (centres undefined)	-5%	8%	-14	15%	-2.9	-3	-24%	2%	-11
COC(=O)c1ccc(Cn2cnc3c(sc4nc(N5CCOCC5)c5c(c43)CCCC5)c2=O)o1	-4%	-9%	-22	17%	-0.4	-1	-9%	13%	-4

Continued.
SMILES	PLK1 PBD block	HEK293 tox	DRD3 antagonist	GLP1R inv ag	IL2 activator	PI5P4K alpha inh	WRN inhibitor	GLP-1R agonist	D3 ag
CC(C)Oc1cccc(-c2cc(C(=O)NN3CCOCC3)c3ccccc3n2)c1	-9%	-9%	0	-28%	-5.3	-6	u	-1%	-5
CN1/C(=C\C(=O)c2oc3ccccc3c2N)C(C)(C)c2ccccc21	1%	-8%	64	-20%	-3.9	20	-4%	-20%	7
CC(=O)N1CC(C)Sc2ccc(S(=O)(=O)N3CCCCC3)cc21 (centres undefined)	-9%	34%	7	32%[activator]	1.1	3	-11%	-2%	1
O=C(O)C[C@H]1c2cc(F)ccc2S(=O)(=O)N1C1CCN(Cc2ccccc2)CC1	0%	3%	u	24%	-1.4	2	-1%	-1%	-26
COc1ccc(OC)c(C2NC(=O)NC(C)=C2C(=O)OC2CCCCC2)c1 (centres undefined)	-12%	12%	19	-5%	0.3	2	-19%	0%	1
CC1CCN(S(=O)(=O)c2ccc(C(=O)N3CCCC3C(=O)O)cc2)CC1 (centres undefined)	-12%	9%	-7	7%	0.0	-1	-10%	-5%	1
CCN(CC)S(=O)(=O)c1ccc2c(c1)C(=NO)c1cc(S(=O)(=O)N(CC)CC)ccc1-2	0%	-17%	-80*	u	-0.7	-1	-1%	0%	-11
COc1cccc(N2CCN(C(=O)c3cccn4c(=O)c5c(C)c(C)sc5nc34)CC2)c1	-15%	14%	-23	12%	0.9	4	-9%	5%	-4
COc1cccc(C(=O)CC(=O)C(=O)Nc2ccc([N+](=O)[O-])cc2C)c1	-6%	-3%	1	-9%	0.2	-6	-4%[11.6 µM]	-2%	-2
Cc1cc(OC(=O)c2ccc(S(=O)(=O)N3CCCC3)cc2)c([N+](=O)[O-])c(=O)[nH]1	-14%	-10%	-10	2%	0.2	-16	5%	-6%	2
Cc1ccccc1-c1n[nH]c(=S)n1/N=C/c1c(C)nn(-c2ccccc2)c1C	-20%	-1%	6	-2%	1.4	6	0%	19%	-7
CCCC(C)C(=O)Nc1ccc(C(N)=O)cc1 (centres undefined)	-11%	-31%	7	0%	-0.5	x	13%	-1%	-1
O=C(CN=C1NC(=O)C(c2ccccc2)(c2ccccc2)N1)NCc1ccc(F)cc1	-1%	73%[activator]	-12	-1%	-0.4	1	16%	-8%	3
COc1ccc(-c2noc(CCC(=O)NCCN3CCN(c4ccccc4F)CC3)n2)cc1	1%	-6%	0	u	0.8	2	2%	-5%	5
COc1ccc(Br)cc1C1Nc2ccccc2C(=O)N1NC(=O)c1ccncc1 (centres undefined)	-6%	2%	21	0%	3.6	2	-30%[57.1 µM]	19%	-5
COc1ccc2[nH]c3c(c2c1)CCN1C(=O)C(CC(=O)NCCN2CCOCC2)C[C@H](C(=O)N2CCOCC2)[C@@]31CCC1CCCC1 (some centres undefined)	-11%	-3%	11	3%	0.0	-1	2%	-1%	-5
C/C(CCC1CC(C)OC1=O)=N\NC(N)=O (centres undefined)	-8%	15%	-10	-5%	-0.1	4	-27%	-15%	-2
CCOC(=O)c1ccc(Nc2nc(N3CCOCC3)nc(N3CCOCC3)n2)cc1	-22%	3%	23	-20%	-2.8	2	-4%	-3%	2
COc1ccc(C2C(C(=O)c3sc(C)nc3C)=C(O)C(=O)N2CCN(C)C)cc1 (centres undefined)	-7%	1%	u	12%	-0.3	0	-3%	0%	2
CCOC(=O)N1CCC(Nc2c(NCCCN3CCN(c4ccc(OC)cc4)CC3)c(=O)c2=O)CC1	-7%	2%	-2	9%	1.9	2	3%	9%	6
CCOc1ccc(S(=O)(=O)N/N=C(\C)C2CCCCC2)cc1	-4%	1%	11	-7%	0.4	2	0%	-4%	0
COCCN(CC(=O)Nc1cccc(C)c1C)C(=O)Cn1cnc2ccccc2c1=O	2%	0%	2	2%	-1.7	4	-2%	-11%	7
COCCNC(=S)Nc1ccc(N2CCOCC2)c(S(=O)(=O)Nc2ccccc2OC)c1	21µM*	-32%	-6	22%	0.3	-16	-8%	4%	2
COc1ccc2c(c1)c(=O)c(Br)c(C)n2Cc1ccccc1	-6%	5%	69	2%	3.0	6	-16%	22%	4
CCOc1ccc(N(C(=O)c2snc(C(N)=O)c2N)C(C(=O)NC2CCCC2)C(C)C)cc1 (centres undefined)	-12%	14%	-10	u	-2.6	6	1%	5%	-9
Cc1cccc(C(=O)OCC(=O)N(CC(C)C)c2c(N)n(Cc3ccccc3)c(=O)[nH]c2=O)c1O	3%	-20%	3	48%[activator]	-4.2	-8	8%	5%	19
Cc1ccccc1-n1nc2c(c1NC(=O)c1c(-c3ccccc3Cl)noc1C)CS(=O)(=O)C2	-2%	-16%	5	4%	0.0	1	-1%	0%	1
CCN(CC)c1ccc(C(=O)OCC(=O)N2CCN(c3ccccc3)CC2)cc1	-2%	-4%	8	-17%	-0.3	-3	3%	-10%	8
COc1cc(CNC(=O)Nc2cccn3nc(COCCO)nc23)cc(OC)c1OC	-11%	0%	-14	1%	-0.8	0	6%	-6%	-2
